High-throughput results as filed in PubChem.
T cruzi intra: inhibitors of intracellular Trypanosoma cruzi, primary screen, cell-based, plate reader, single point, set 2 | intracellular Trypanosoma cruzi in host cells | activity score (inhibition), % at 5.01 µM | hit rate 4.9% among 22,000; in the data active means activity score above about 55%;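 further: parasites and compound incubated about four days before reading; 0% = median of neutral control wells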
INS-1E ATP HTS: protection of INS-1E cells from cytokine death, primary screen, ATP luminescence, single point. AID 488910, 2010. protection from cytokine-induced ATP loss, % at 10 µM. INS-1E cytokine-induced death, 48 h; normalised: neutral wells 0, positive control 100. hit rate 0.1% among 20,000;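 active means mean replicate protection from cytokine-induced ATP loss at least 50% and at least 75% of replicates each reaching 50%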
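Assay system – rat INS-1E insulinoma cell line · Quantity – 8000 cells per well · Buffer or medium – RPMI without phenol red, 5% FBS · Schedule – 48 h co-treatment, 10 min post-lysis read · Technique – luminescent ATP assay (CellTiter-Glo)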
Active calls of the source: *; / = no result given.

Values run as follows: INS-1E ATP HTS	T cruzi intra
1. C[C@@H]1CN([C@@H](C)CO)C(=O)CCCn2cc(nn2)CO[C@@H]1CN(C)C(=O)Oc1ccccc1
    -2	-14
2. C[C@H]1CN([C@@H](C)CO)C(=O)c2cc(NC(=O)Nc3ccc(C(F)(F)F)cc3)ccc2O[C@H]1CN(C)S(C)(=O)=O
    5	4
3. COc1ccc(S(=O)(=O)N(C)C[C@@H]2Oc3ccc(NC(=O)CCCN(C)C)cc3CC(=O)N([C@H](C)CO)C[C@H]2C)cc1
    5	-12
4. C[C@@H]1CCCCO[C@H](CN(C)C)[C@@H](C)CN([C@H](C)CO)C(=O)c2cc(NS(=O)(=O)c3cccs3)ccc2O1
    27	-13
5. Cc1noc(C)c1S(=O)(=O)N(C)C[C@H]1Oc2ccc(NC(=O)CCC(F)(F)F)cc2CC(=O)N([C@H](C)CO)C[C@H]1C
    9	-7
6. C[C@H]1CN([C@@H](C)CO)C(=O)CCCn2cc(nn2)CO[C@@H]1CN(C)Cc1ccncc1
    /	-8
7. C[C@@H]1CN([C@H](C)CO)C(=O)c2cccc(NC(=O)C3CCCCC3)c2O[C@H]1CN(C)C(=O)Nc1ccccc1
    -2	9
8. C[C@H]1CN([C@@H](C)CO)C(=O)c2cccc(NS(=O)(=O)c3ccc(Cl)cc3)c2O[C@@H]1CN(C)C(=O)Nc1cccc2ccccc12
    6	3
9. C[C@@H]1CCCCO[C@H](CN(C)C(=O)Nc2ccccc2)[C@@H](C)CN([C@H](C)CO)C(=O)c2cc(NC(=O)c3ccncc3)ccc2O1
    -1	/
10. O=C(NO)c1ccc(C(=O)N/N=C/c2cc(Br)ccc2O)cc1
    -48	-16
11. C[C@H](CO)N1C[C@H](C)[C@@H](CN(C)S(=O)(=O)c2ccc(Cl)cc2)Oc2c(NC(=O)C3CCOCC3)cccc2C1=O
    6	-11
12. C[C@@H]1CN([C@@H](C)CO)C(=O)Cc2cc(NS(C)(=O)=O)ccc2O[C@@H]1CN(C)C
    2	-20
13. C[C@H](CO)N1C[C@H](C)[C@@H](CN(C)C(=O)Nc2ccc(F)cc2)Oc2ccc(NS(=O)(=O)c3ccc(F)cc3)cc2C1=O
    5	-8
14. C[C@H]1CN([C@@H](C)CO)C(=O)c2cccc(NC(=O)c3ccc(-c4nccs4)cc3)c2O[C@H]1CN(C)Cc1ccc(C(F)(F)F)cc1
    -29	21
15. CNC[C@H]1Oc2c(NC(=O)Nc3ccc(C(F)(F)F)cc3)cccc2C(=O)N([C@H](C)CO)C[C@@H]1C
    -5	40
16. Cc1noc(C)c1S(=O)(=O)N(C)C[C@@H]1Oc2c(NC(=O)c3cnccn3)cccc2C(=O)N([C@@H](C)CO)C[C@@H]1C
    14	-7
17. CC(C)NC(=O)Nc1cccc2c1O[C@H](CN(C)Cc1ccc(C(=O)Nc3ccccc3N)cc1)[C@H](C)CN([C@H](C)CO)C2=O
    -5	51
18. C[C@H](CO)N1C[C@H](C)[C@@H](CN(C)S(=O)(=O)c2cn(C)cn2)Oc2ccc(NS(C)(=O)=O)cc2C1=O
    2	-22
19. C[C@@H]1CN([C@H](C)CO)C(=O)Cc2cc(NS(=O)(=O)c3ccc(Cl)cc3)ccc2O[C@H]1CN(C)Cc1ccc(-c2ccccc2)cc1
    0	34
20. Cc1noc(C)c1NC(=O)Nc1cccc2c1O[C@H](CN(C)C(=O)Nc1ccccc1)[C@@H](C)CN([C@@H](C)CO)C2=O
    7	-27
21. C[C@H]1CN([C@@H](C)CO)C(=O)c2cccc(N(C)C)c2O[C@@H]1CN(C)Cc1ccc(C(=O)O)cc1
    5	-20
22. C[C@H](CO)N1C[C@H](C)[C@H](CN(C)Cc2ccc(C(=O)O)cc2)Oc2ccc(NC(=O)Nc3ccc4c(c3)OCO4)cc2CC1=O
    2	-15
23. C[C@H]1CN([C@@H](C)CO)C(=O)c2cccc(NS(C)(=O)=O)c2O[C@H]1CN(C)Cc1ccc(Oc2ccccc2)cc1
    1	10
24. C[C@@H]1CCCCO[C@H](CN(C)S(=O)(=O)c2cccs2)[C@@H](C)CN([C@H](C)CO)C(=O)c2cc(NC(=O)Nc3ccccc3)ccc2O1
    -2	-3
25. C[C@@H]1CN([C@H](C)CO)C(=O)c2cc(NC(=O)Nc3ccc(C(F)(F)F)cc3)ccc2O[C@H]1CN(C)C(=O)Nc1cccc2ccccc12
    -19	-33
26. C[C@@H]1CN([C@H](C)CO)C(=O)c2cccc(NC(=O)C3CCOCC3)c2O[C@H]1CN(C)CC1CCCCC1
    -4	24
27. Cc1cccc(S(=O)(=O)N(C)C[C@H]2OCc3cnnn3CCCC(=O)N([C@@H](C)CO)C[C@H]2C)c1
    /	-7
28. C[C@@H]1CN([C@H](C)CO)C(=O)c2cc(NS(=O)(=O)c3ccccc3)ccc2O[C@H]1CN(C)Cc1ccc2c(c1)OCO2
    -8	23
29. C[C@H]1CN([C@@H](C)CO)C(=O)c2cccc(NC(=O)Nc3ccccc3)c2O[C@H]1CN(C)S(C)(=O)=O
    10	-22
30. C[C@H]1CN([C@@H](C)CO)C(=O)Cc2cc(NS(=O)(=O)c3cccs3)ccc2O[C@H]1CN(C)S(=O)(=O)c1cccs1
    1	16

Copied from the list.
compound 4 | INS-1E ATP HTS: 27
compound 27 | T cruzi intra: -7
compound 10 | INS-1E ATP HTS: -48

Next entries
Values run as follows: INS-1E ATP HTS	T cruzi intra
31. Cc1ccc(S(=O)(=O)N(C)C[C@@H]2Oc3ccc(NC(=O)Nc4ccc5c(c4)OCO5)cc3C(=O)N([C@@H](C)CO)C[C@@H]2C)cc1
    20	0
32. C[C@H](CO)N1C[C@H](C)[C@H](CN(C)S(=O)(=O)c2cccs2)Oc2ccc(NS(=O)(=O)c3cn(C)cn3)cc2CC1=O
    19	-40
33. CN(C)CCCOc1ccc(/C=N/NC(=O)c2ccccn2)cc1
    5	21
34. Cc1noc(C)c1NC(=O)N(C)C[C@H]1Oc2c(NS(=O)(=O)c3ccc(Cl)cc3)cccc2C(=O)N([C@@H](C)CO)C[C@H]1C
    3	-15
35. C[C@H]1CN([C@@H](C)CO)C(=O)Cc2cc(NC(=O)Cc3ccccc3)ccc2O[C@@H]1CN(C)S(=O)(=O)c1cn(C)cn1
    10	-13
36. Cc1ccc(S(=O)(=O)Nc2ccc3c(c2)C(=O)N([C@H](C)CO)C[C@@H](C)[C@@H](CN(C)Cc2ccc(-c4ccccc4)cc2)O3)cc1
    -20	30
37. C[C@@H]1CN([C@H](C)CO)C(=O)Cc2cc(NS(=O)(=O)c3ccc(Cl)cc3)ccc2O[C@H]1CN(C)S(=O)(=O)c1cn(C)cn1
    7	-17
38. C[C@@H]1CN([C@@H](C)CO)C(=O)c2cc(NC(=O)Nc3ccc(F)cc3)ccc2O[C@H]1CN(C)C
    4	-10
39. COc1ccc(NC(=O)Nc2ccc3c(c2)C(=O)N([C@H](C)CO)C[C@H](C)[C@H](CN(C)S(=O)(=O)c2ccccc2)OCCCC[C@@H](C)O3)cc1
    0	4
40. C[C@@H]1CN([C@H](C)CO)C(=O)Cc2cc(NC(=O)C3CCCCC3)ccc2O[C@@H]1CN(C)S(=O)(=O)c1cccs1
    1	-11
41. COc1ccc(S(=O)(=O)Nc2cccc3c2O[C@@H](CN(C)Cc2ccc(C(=O)O)cc2)[C@@H](C)CN([C@@H](C)CO)C3=O)cc1
    9	-15
42. C[C@H](CO)N1C[C@H](C)[C@@H](CN(C)S(C)(=O)=O)Oc2ccc(NS(=O)(=O)c3cn(C)cn3)cc2C1=O
    /	-14
43. C[C@@H]1CN([C@H](C)CO)C(=O)c2cccc(NS(=O)(=O)c3ccccc3)c2O[C@H]1CN(C)C
    2	-7
44. COc1ccc(S(=O)(=O)N(C)C[C@@H]2Oc3ccc(NS(=O)(=O)c4cccs4)cc3C(=O)N([C@H](C)CO)C[C@@H]2C)cc1
    -40	2
45. C[C@@H]1CN([C@@H](C)CO)C(=O)Cc2cc(N(C)C)ccc2O[C@@H]1CN(C)Cc1ccc(Cl)c(Cl)c1
    -17	43
46. C[C@@H]1CN([C@@H](C)CO)C(=O)c2cc(NC(=O)Nc3ccc4c(c3)OCO4)ccc2O[C@H]1CN(C)Cc1ccc(Oc2ccccc2)cc1
    -18	-17
47. COc1ccc(NC(=O)N(C)C[C@@H]2Oc3ccc(NC(=O)Nc4ccc(C(F)(F)F)cc4)cc3C(=O)N([C@@H](C)CO)C[C@H]2C)cc1
    5	2
48. C[C@H](CO)N1C[C@H](C)[C@H](CN(C)S(=O)(=O)c2cccc(F)c2)Oc2ncc(-c3cc4ccccc4o3)cc2C1=O
    -22	64*
49. C[C@@H]1CCCCO[C@H](CN(C)C(=O)Nc2ccc(F)cc2)[C@@H](C)CN([C@H](C)CO)C(=O)c2cc(NC(=O)CCC(F)(F)F)ccc2O1
    4	-10
50. C[C@@H]1CN([C@@H](C)CO)C(=O)c2cccc(NS(=O)(=O)c3cccs3)c2O[C@@H]1CN(C)Cc1ccccc1
    4	4
51. C[C@@H]1CN([C@@H](C)CO)C(=O)c2cc(NS(=O)(=O)c3ccccc3)ccc2O[C@H]1CN(C)C(=O)NC1CCCCC1
    9	6
52. C[C@H](CO)N1C[C@H](C)[C@H](CN(C)Cc2ccc(Oc3ccccc3)cc2)Oc2ccc(NC(=O)Cn3cnnn3)cc2C1=O
    /	-5
53. C[C@H](CO)N1C[C@H](C)[C@@H](CN(C)Cc2ccc(Cl)c(Cl)c2)Oc2c(NC(=O)c3cnccn3)cccc2C1=O
    -16	30
54. C[C@@H]1CN([C@@H](C)CO)C(=O)c2cccc(N(C)C)c2O[C@H]1CN(C)S(=O)(=O)c1cn(C)cn1
    6	-6
55. CNC[C@H]1Oc2c(NC(=O)Nc3ccc(OC)cc3)cccc2C(=O)N([C@H](C)CO)C[C@@H]1C
    3	20
56. Cc1cccc(S(=O)(=O)N(C)C[C@@H]2OCc3cnnn3CCCC(=O)N([C@H](C)CO)C[C@@H]2C)c1
    /	6
57. C[C@@H]1CN([C@@H](C)CO)C(=O)c2cc(NS(=O)(=O)c3cccs3)ccc2O[C@@H]1CN(C)Cc1ccc(C(=O)O)cc1
    9	3
58. C[C@@H]1CCCCO[C@H](CN(C)C(=O)NC2CCCCC2)[C@@H](C)CN([C@H](C)CO)C(=O)c2cc(NS(=O)(=O)c3ccc(Cl)cc3)ccc2O1
    -5	6
59. C[C@H]1CN([C@@H](C)CO)C(=O)c2cc(NC(=O)C3CCCCC3)ccc2O[C@H]1CN(C)Cc1ccc(Cl)c(Cl)c1
    /	4
60. COc1ccc(NC(=O)Nc2ccc3c(c2)C(=O)N([C@@H](C)CO)C[C@@H](C)[C@@H](CN(C)S(=O)(=O)c2ccc(C)cc2)O3)cc1
    -2	-3
61. C[C@@H]1CN([C@H](C)CO)C(=O)c2cc(NC(=O)CCN3CCOCC3)ccc2O[C@@H]1CN(C)Cc1ccc(C(=O)O)cc1
    11	-18
62. C[C@H]1CN([C@@H](C)CO)C(=O)Cc2cc(NS(=O)(=O)c3cccs3)ccc2O[C@H]1CN(C)S(=O)(=O)c1cn(C)cn1
    14	-18
63. C[C@@H]1CN([C@@H](C)CO)C(=O)c2cccc(NC(=O)c3ccncc3)c2O[C@@H]1CN(C)Cc1ccc2c(c1)OCO2
    3	-1
64. CNC[C@H]1OCCCC[C@@H](C)Oc2ccc(NC(=O)CCCN(C)C)cc2C(=O)N([C@H](C)CO)C[C@@H]1C
    8	-20
65. COc1ccc(S(=O)(=O)N(C)C[C@H]2Oc3c(NC(=O)c4cnccn4)cccc3C(=O)N([C@@H](C)CO)C[C@@H]2C)cc1
    0	-13
66. Cc1noc(C)c1S(=O)(=O)Nc1ccc2c(c1)C(=O)N([C@H](C)CO)C[C@H](C)[C@H](CN(C)C(=O)Nc1ccc(C(F)(F)F)cc1)O2
    /	73*
67. COc1cc(/C=N\NC(=O)CCCCCCC(=O)NO)c(Br)cc1O
    78*	23
68. C[C@@H]1CCCCO[C@@H](CN(C)S(=O)(=O)c2cccs2)[C@@H](C)CN([C@H](C)CO)C(=O)c2cc(NC(=O)C3CCCCC3)ccc2O1
    -3	-10
69. C[C@@H]1CN([C@@H](C)CO)C(=O)c2cc(NS(C)(=O)=O)ccc2O[C@@H]1CN(C)Cc1ccc(C(=O)O)cc1
    /	4
70. Cc1cc(C(=O)Nc2cccc3c2O[C@@H](CN(C)C(=O)Nc2c(C)noc2C)[C@@H](C)CN([C@@H](C)CO)C3=O)n(C)n1
    10	-28
71. COc1ccc(S(=O)(=O)N(C)C[C@@H]2Oc3ccc(NC(=O)C4CCCCC4)cc3C(=O)N([C@H](C)CO)C[C@@H]2C)cc1
    -3	-7

Reformatted as labelled records: part of the list above
64: CNC[C@H]1OCCCC[C@@H](C)Oc2ccc(NC(=O)CCCN(C)C)cc2C(=O)N([C@H](C)CO)C[C@@H]1C
- INS-1E ATP HTS: 8
- T cruzi intra: -20
65: COc1ccc(S(=O)(=O)N(C)C[C@H]2Oc3c(NC(=O)c4cnccn4)cccc3C(=O)N([C@@H](C)CO)C[C@@H]2C)cc1
- INS-1E ATP HTS: 0
- T cruzi intra: -13
66: Cc1noc(C)c1S(=O)(=O)Nc1ccc2c(c1)C(=O)N([C@H](C)CO)C[C@H](C)[C@H](CN(C)C(=O)Nc1ccc(C(F)(F)F)cc1)O2
- INS-1E ATP HTS: /
- T cruzi intra: 73*
67: COc1cc(/C=N\NC(=O)CCCCCCC(=O)NO)c(Br)cc1O
- INS-1E ATP HTS: 78*
- T cruzi intra: 23

Three of the compounds above, tab-delimited:
item	Structure	INS-1E ATP HTS	T cruzi intra
17	CC(C)NC(=O)Nc1cccc2c1O[C@H](CN(C)Cc1ccc(C(=O)Nc3ccccc3N)cc1)[C@H](C)CN([C@H](C)CO)C2=O	-5	51
18	C[C@H](CO)N1C[C@H](C)[C@@H](CN(C)S(=O)(=O)c2cn(C)cn2)Oc2ccc(NS(C)(=O)=O)cc2C1=O	2	-22
19	C[C@@H]1CN([C@H](C)CO)C(=O)Cc2cc(NS(=O)(=O)c3ccc(Cl)cc3)ccc2O[C@H]1CN(C)Cc1ccc(-c2ccccc2)cc1	0	34

Rows were taken by chance; 5.1% or so of the library scored in one or more.
